Growth percent in the NCI-60 one-dose screen (48 h, 10 µM unless noted): 100 = growth as untreated, 0 = no growth, -100 = all killed.
EKVX: EKVX NSCLC; 71,000 tested, 3% active; AID 1794765
CCRF-CEM: CCRF-CEM leukemia; 77,000 tested, 7% active
A549/ATCC: A549/ATCC NSCLC; AID 1794740; 81,000 tested, 3.7% active
HOP-62: HOP-62 NSCLC; 80,000 tested, 3.9% active
HOP-92: HOP-92 NSCLC cells; 71,000 tested, 6.3% active; AID 1794738
RPMI-8226: RPMI-8226 leukemia cells; 77,000 tested, 7.5% active
M14: M14 melanoma | 80,000 tested, 6.2% active
MOLT-4: MOLT-4 leukemia cells | AID 1794779 | 80,000 tested, 6.9% active
The depositor's hits bear a star; . = not tested or not shown; & = joins results of further samples. How the source made its calls: active means growth percent below 10; inactive means the rest.

SMILES | EKVX | CCRF-CEM | A549/ATCC | HOP-62 | HOP-92 | RPMI-8226 | M14 | MOLT-4
O=C(O)C1=C(C(=O)O)C2CCC1C2 | . | 101 | 104 | 120 | 110 | 106 | 105 | 87
O=C(NC1CCCCC1)Oc1ccccc1-c1ccccc1 | 73 | 109 | 97 | 91 | 57 | 89 | 96 | 71
CC(C)C1=C[C@@]23CC[C@@H]4[C@](C)(CCC[C@]4(C)C(=O)N4CCOCC4)[C@H]2C[C@@H]1[C@H]1C(=O)OC(=O)[C@H]13 | 94 | 98 | 96 | 99 | 90 | 97 | 99 | 91
CC(C)NC(=O)Nc1cccc(Cl)c1 | 100 | 103 | 102 | 92 | 97 | 91 | 90 | 97
CCSc1nc2nccnc2c(=O)[nH]1 | 100 | 102&100 | 113 | 103&113 | 99&95 | 104&105 | 93&102 | 113&111
COc1ccc([C@H]2[C@H](O)C(=O)N2c2cc(OC)c(OC)c(OC)c2)cc1 | 44 | 27 | 22 | 26 | -4.9* | 23 | 10 | .
CCC1(C)CC(C#N)(C#N)C(=O)NC1=O (centres undefined) | . | . | 108 | 95 | 99 | 101 | 95 | 101
Cc1nc(Nc2ccc(OCc3c(-c4ccccc4)no[n+]3[O-])cc2)c2c(C)nn(-c3ccccc3)c2n1 | 102 | 113 | 103 | 107 | 103 | 106 | 96 | 110
O=C1C=CC2(NN=C(c3ccccc3)N2c2cccc(Cl)c2)c2cccc(O)c21 (centres undefined) | 76 | 71 | 33 | 38 | 110 | 57 | 53 | 68
CC1(C)C(=O)/C(=C\c2ccc(Br)cc2)C[C@]2(C)[C@H]3CC[C@@H]4[C@@H](C(=O)/C=C/c5ccc(Br)cc5)CC[C@@]4(C)[C@]3(C)CC[C@@H]12 | 94 | 101 | 98 | 92 | 91 | 103 | 99 | 103
CCOC(=O)c1sc2c(c1C)c(=O)nc1c(C(=O)OCC)n[nH]n12 | 116 | 94 | 110 | 100 | 91 | 102 | 106 | 86
COc1cc(/C=N/NC(=O)c2ccc(Br)o2)cc(OC)c1OC | 104 | 105 | 113 | 107 | 90 | . | 102 | 129
CCCCCCCCCCCCCCCCCC(=O)OCCN1C(=O)c2ccccc2C1=O | 104 | 85 | 104 | 96 | 106 | 121 | 109 | 123
O=CC(O)C(O)C(O)CO (centres undefined) | 114 | 98&80 | 102 | 98&114 | 119 | 122&82 | 98&113 | 87&122
CCc1ccc2c(c1)N(CCO)C1=C(C(=O)OC1)C2c1ccccc1 (centres undefined) | 104 | 92 | 104 | 82 | . | 101 | 79 | 83
COc1ccc(-c2cc(-c3cccc(NS(C)(=O)=O)c3)nc(N)c2C#N)cc1 | 22 | 19 | 34 | 52 | . | . | 6.4* | 20
COc1ccc(/C=C/c2nc3ccccc3n3c(-c4cccc([N+](=O)[O-])c4)nnc23)cc1 | -52* | -15* | -4.9* | 25 | -49* | -18* | -77* | -37*
CN1CCN(c2nc3cc(-c4ccccc4)sc3c(=O)[nH]2)CC1 | 94 | 92 | 92 | 101 | 64 | 88 | 105 | 97
Cc1cc2c(c(C)c1Cl)C(=O)/C(=C/c1ccc(C(C)C)cc1)O2 | 82 | 105 | 103 | 93 | 113 | 100 | 95 | 99
CC1=NN(C(=O)c2cnc3nc[nH]n3c2=O)C(=O)C1 | 102 | 105 | 92 | 97 | 106 | 110 | 105 | 98
COc1ccc(/C=N/Nc2ccc([N+](=O)[O-])cn2)cc1 | 106 | 76 | 99 | 112 | . | . | 107 | 97
O=C(c1ccc(Cl)cc1)c1cc2ccccc2o1 | 92 | 102 | 100 | 103 | 88 | 96 | 105 | 99
O=c1cc2oc3cc(O)c(O)cc3c(-c3ccccc3)c-2cc1O | 106&77 | 91&44 | 96&93 | 107 | 91&51 | 96&96 | 92&63 | 90
CCOC(Nc1ccc(C(=O)O)cc1)C(=O)c1ccc(-c2ccccc2)cc1 (centres undefined) | 92 | 102 | 103 | 105 | 108 | 88 | 91 | 98
COc1cc(CC(CC(=O)c2ccc3c(c2)OCO3)C(=O)O)cc(OC)c1OC (centres undefined) | 98 | 100 | 93 | 86 | 110 | 150 | 91 | 105
CCCCNCC(O)c1cc(-c2ccc(C(F)(F)F)cc2)nc(-c2ccc(C(F)(F)F)cc2)c1 (centres undefined) | -62* | -36* | -84* | -91* | -86* | -50* | -80* | -57*
OCC1OC2C(NC(=S)N2c2ccccc2)C(O)C1O (centres undefined) | 101 | 94 | 94 | 101 | 91 | 97 | 120 | 107
C=CCNC(=S)NN(C)C | . | . | 100 | 102 | 91 | 104 | 100 | 96
NNC(=O)c1cc2ccc1CCc1ccc(cc1)CC2 | 95 | 99 | 97 | 101 | 87 | 96 | 101 | 98
O=C1NN(c2ccccc2)C(c2cccnc2)=N/C1=C\c1ccc(Cl)cc1 | . | 101 | 105 | . | 86 | 84 | 94 | 89
COc1ccc(-c2nc(N/N=C/c3ccco3)nc(N3CCOCC3)c2C#N)cc1 | 82 | 74 | 82 | 68 | 49 | 64 | 85 | 62
Cc1nc2sc(C(=O)Nc3ccc(F)c(Cl)c3)c(N)c2c(C)c1Br | 73 | 100 | 93 | 81 | 101 | 98 | 92 | 97
Cc1nc(C)c(CSC2N=C(c3ccc(F)cc3)c3cnn(-c4ccccc4)c3N2)nc1C (centres undefined) | 87 | 100 | 97 | 90 | 83 | 82 | 93 | 78
Nc1ccc(F)cc1-c1n[nH]c(=O)[nH]c1=O | . | 85 | 110 | 106 | . | 108 | 99 | 103
C/C(=N\NC(=S)Nc1cccc(Cl)c1Cl)c1sc(Nc2cccc(Cl)c2)nc1C | 83 | 114 | 100 | 100 | 100 | 107 | 103 | 92
Cc1[nH]c2c(C)cccc2c1C | 94 | 104 | 102 | 99 | 76 | 87 | 100 | 104
COc1ccc(-c2cncn2-c2ccc(-c3nc4cc(OC)c(OC)c(OC)c4s3)cc2)cc1OC | 64 | 65 | 57 | 95 | . | 53 | 69 | 47
COc1ccccc1NCCCOc1cc(O)c2c(=O)cc(-c3ccccc3)oc2c1 | 83 | 91 | 93 | 85 | 98 | 90 | 112 | 84
Cc1[nH]cnc1/C=C1\SC(N2CCOCC2)=NC1=O | 95 | 92 | 96 | 119 | 104 | . | 102 | 106
Nc1ccc(-c2nnc(SCc3ccc(O)c4ncccc34)o2)cc1 | -5.9* | 5.0* | -1.5* | -5.2* | -37* | -9.7* | -39* | 5.7*
N#CCCN(CCC#N)C(CC(=O)O)C(=O)O (centres undefined) | . | . | 100 | 100 | 77 | 96 | 100 | 98
Nc1nc(-c2cc(C(c3ccccc3)c3ccccc3)nc(N)n2)cc(C(c2ccccc2)c2ccccc2)n1 | 94 | 63 | 96 | 101 | 101 | 103 | 101 | 100
Nc1cc(-c2ccc(Cl)cc2)nn1-c1nc(-c2ccc(Cl)c(Cl)c2)cs1 | 77 | 96 | 80 | 87 | 80 | 100 | 103 | 104
COC(=O)[C@H](Cc1ccccc1)n1cc(COc2nc(Cl)nc(N3CCOCC3)n2)nn1 | 102 | 101 | 90 | 103 | 112 | 99 | 100 | 98
CCCCn1c(=O)c(/C=C/c2cc(/C=C/c3cc4cc(C)ccc4n(CCCC)c3=O)n(-c3ccccc3Cl)n2)cc2cc(C)ccc21 | 97 | 107 | 87 | 94 | 98 | 117 | 95 | 97
O=C(c1ccccc1)C(Nc1ccccc1)c1ccccc1 (centres undefined) | 86 | 94 | 87 | 84 | 79 | 85 | 97 | 91
CC1(C)C(=O)/C(=C\c2ccc(C(F)(F)F)cc2)C[C@]2(C)[C@H]3CC[C@@H]4[C@H]5[C@H](C(=O)/C=C/c6ccc(C(F)(F)F)cc6)CC[C@]5(C(=O)O)CC[C@@]4(C)[C@]3(C)CC[C@@H]12 | 64 | 36 | 46 | 83 | 96 | 41 | 72 | 46
CCCN(CCC)CC(=O)N1CC(=O)Nc2ccccc21 | 86 | 109 | 106 | 95 | 98 | 95 | 92 | 106

2 neighbouring entries already listed, quoted:
SMILES | EKVX | CCRF-CEM | A549/ATCC | HOP-62 | HOP-92 | RPMI-8226 | M14 | MOLT-4
Nc1nc(-c2cc(C(c3ccccc3)c3ccccc3)nc(N)n2)cc(C(c2ccccc2)c2ccccc2)n1 | 94 | 63 | 96 | 101 | 101 | 103 | 101 | 100
Nc1cc(-c2ccc(Cl)cc2)nn1-c1nc(-c2ccc(Cl)c(Cl)c2)cs1 | 77 | 96 | 80 | 87 | 80 | 100 | 103 | 104

Following part
SMILES | EKVX | CCRF-CEM | A549/ATCC | HOP-62 | HOP-92 | RPMI-8226 | M14 | MOLT-4
COC12C=CC(CC1)C1C(=O)C=CC(=O)C12 (centres undefined) | 68 | 77 | 93 | 90 | 88 | 93 | 79 | 102
COC(=O)/C=C/c1ccncc1 | 87 | 78 | 88 | 118 | . | 111 | 102 | 57
COc1cc(C2C(C(=O)c3ccccc3)=C(C)Nc3nc4ccccc4n32)cc(OC)c1OC (centres undefined) | 92 | 97 | 87 | 65 | 56 | 102 | 98 | 95
CCCCCCCCCCCCCCCCOCCCOP(=O)(O)C1CCCN(O)C1=O (centres undefined) | 34 | 5.8* | 18 | 12 | 39 | 11 | -4.0* | 7.2*
O=C(NNC(=S)NCc1ccccc1)c1cc2ccc1CCc1ccc(cc1)CC2 | 95 | 99 | 101 | 105 | 100 | 104 | 93 | 103
CCCNC(=O)CC1CCN(C(=O)C2CC3CCC(OC)CC3N2)CC1 (centres undefined) | 90 | 101 | 92 | 103 | 109 | 93 | 101 | 101
CCCCc1ccc(NC(=O)CSc2nnc(-c3ccccc3F)n2N)cc1 | 98 | 95 | 114 | 95 | . | 79 | 106 | 71
O=C1CC[C@H](NC(=O)OCc2ccccc2)C(=O)O1 | 104 | 98 | . | 98 | . | 95 | 104 | 102
O=Cc1ccc(O)c2ncccc12 | 66 | -41* | 100 | 45 | 44 | -40* | 21 | .
CC1(C)S[C@@H]2[C@H](NC(=O)[C@H](NC(=O)N3CCNC3=O)c3ccccc3)C(=O)N2C1C(=O)O (some centres undefined) | 106 | 103 | 108 | 109 | 94 | 102 | 101 | 106
CCN=c1cc2sc3cc(NCC)c(C)cc3nc-2cc1C | -7.5* | 14 | -40* | 29 | 16 | 2.4* | 21 | 8.8*
O=C(Cl)c1cccc2c([N+](=O)[O-])cccc12 | . | 109 | 95 | . | 96 | 102 | 101 | 111
Cc1ccc(Nc2nc(-c3ccccn3)cs2)cc1 | . | 103 | 103 | 101 | 66 | 103 | 102 | 98
Cc1cc(N2CCOCC2)nc(N2CCOCC2)n1 | 96 | 95 | 98 | 82 | . | 99 | 105 | 104
N#Cc1c(Nc2ccc([N+](=O)[O-])cc2)nc2sc3cc(Cl)c(Cl)cc3n2c1=O | 78 | 77 | 93 | 97 | 93 | 81 | 92 | 87
COc1cc(F)c(-c2nc3cccc(C)c3n2Cc2c(F)cccc2F)c(F)c1 | 87 | 102 | 81 | 83 | 83 | 85 | 92 | 68
COC(=O)CNC(=O)[C@@H](OC)[C@@H]1Cc2cc3cc(OC4CC(OC5CC(O)C(O)C(C)O5)C(O)C(C)O4)c(C)c(O)c3c(O)c2C(=O)[C@H]1OC1CC(OC2CC(OC3CC(C)(O)C(O)C(C)O3)C(O)C(C)O2)C(O)C(C)O1 (some centres undefined) | 20 | 18 | 7.8* | 22 | 9.6* | 2.9* | -32* | -2.6*
CCC#CC[C@H](O)C/C=C1/C(=O)C=C[C@@H]1C/C=C\CCCC(=O)O | 98 | 62 | 108 | 116 | 133 | 91 | 89 | 68
Cc1sc2nc(NCCN)[nH]c(=O)c2c1C | 90 | 117 | 101 | 100 | 88 | 110 | 85 | 106
COc1ccc(-n2nc(C)c3c(Oc4ccc(NC(=O)Nc5c(Cl)cccc5Cl)cc4)ncnc32)cc1 | 96 | 96 | 103 | 98 | 98 | 102 | 110 | 106
COc1ccc(/C=C(/C(=O)NS(=O)(=O)c2ccc(Cl)cc2)c2cc(OC)c(OC)c(OC)c2)cc1OC | 97 | . | 89 | 103 | 85 | 107 | 110 | 92
O=C(NCCO)c1cc2ccccc2cc1O | 105 | 103 | 101 | 97 | 91 | 87 | 97 | 96
CC(C)=C1CCC(C)C/C1=N\NC(N)=S (centres undefined) | 85&91 | 82&94 | 92&104 | 102&112 | 83&91 | 85&93 | 115&114 | 79&92
Cc1ccc(S(=O)(=O)/N=C2/Cc3ccccc3N2C)cc1 | 96 | 95 | 102 | 102 | 110 | 95 | 101 | 88
COc1ccc(C2=NN(C(C)=O)C(c3ccc(OC)c(OCc4ccccc4)c3)C2)cc1OC (centres undefined) | 98 | 93 | 93 | 84 | 83 | 79 | 106 | 76
COc1ccccc1N=NC(C#N)C(N)=O (centres undefined) | 89 | . | . | 102 | . | 100 | 111 | 101
CCCn1c(=S)sc2c(N/N=C/c3ccc(Cl)cc3)nc(C)nc21 | 102 | 102 | 71 | 102 | 98 | 130 | 94 | 70
CC(C)C1=C[C@@]23CC[C@H]4[C@](C)(COCCC#N)CCC[C@]4(C)[C@H]2C[C@@H]1[C@@H]1[C@H]3[C@@H](OCCC#N)CC[C@@H]1OCCC#N | 18 | 34 | 28 | 65 | 53 | 19 | 31 | 5.4*

Arranged by molar mass (ascending): seven of the compounds above
SMILES | EKVX | CCRF-CEM | A549/ATCC | HOP-62 | HOP-92 | RPMI-8226 | M14 | MOLT-4
COc1ccccc1N=NC(C#N)C(N)=O (centres undefined) | 89 | . | . | 102 | . | 100 | 111 | 101
O=C(NCCO)c1cc2ccccc2cc1O | 105 | 103 | 101 | 97 | 91 | 87 | 97 | 96
Cc1sc2nc(NCCN)[nH]c(=O)c2c1C | 90 | 117 | 101 | 100 | 88 | 110 | 85 | 106
Cc1ccc(S(=O)(=O)/N=C2/Cc3ccccc3N2C)cc1 | 96 | 95 | 102 | 102 | 110 | 95 | 101 | 88
COc1ccc(C2=NN(C(C)=O)C(c3ccc(OC)c(OCc4ccccc4)c3)C2)cc1OC (centres undefined) | 98 | 93 | 93 | 84 | 83 | 79 | 106 | 76
COc1ccc(-n2nc(C)c3c(Oc4ccc(NC(=O)Nc5c(Cl)cccc5Cl)cc4)ncnc32)cc1 | 96 | 96 | 103 | 98 | 98 | 102 | 110 | 106
CC(C)C1=C[C@@]23CC[C@H]4[C@](C)(COCCC#N)CCC[C@]4(C)[C@H]2C[C@@H]1[C@@H]1[C@H]3[C@@H](OCCC#N)CC[C@@H]1OCCC#N | 18 | 34 | 28 | 65 | 53 | 19 | 31 | 5.4*
